# NPC1 promoter act – NPC1 promoter activation; Huh7 NPC1 promoter luciferase reporter, 24 h; Potency, µM (top dose mostly 9.22 µM), without a hit: top-dose activation, usual class: activators; 2.4% of 320,000 active;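 note: potency is the fitted concentration of half-maximal effect; % of control where 0% means no effect; nearly all actives have a fitted effect of over 60% in size; reporter is driven by a mutant NPC1 promoter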
#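 Luminescence from an NPC1 promoter-driven luciferase reporter in stably transfected Huh7 cells was measured after 24 h compound treatment at 37 °C, followed by 10 min ambient incubation with luciferase detection reagent.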
# PKM2 activator – increases activity of human pyruvate kinase M2; 0.34% of 260,000 active; P14618; purified PKM2, Kinase-Glo ATP luminescence, activation; response scale: 0% is enzyme alone, no compound; Potency, µM (doses to about 57.5 µM), for inactives: top-dose activation, hits mostly activators; AID 1631; note: potency is the fitted concentration of half-maximal effect; % is set by controls: 0 for no effect and ±100 for the full control effect; nearly all actives have a fitted effect of over 55% in size
# Target sequence (P14618 whole entry, looked up): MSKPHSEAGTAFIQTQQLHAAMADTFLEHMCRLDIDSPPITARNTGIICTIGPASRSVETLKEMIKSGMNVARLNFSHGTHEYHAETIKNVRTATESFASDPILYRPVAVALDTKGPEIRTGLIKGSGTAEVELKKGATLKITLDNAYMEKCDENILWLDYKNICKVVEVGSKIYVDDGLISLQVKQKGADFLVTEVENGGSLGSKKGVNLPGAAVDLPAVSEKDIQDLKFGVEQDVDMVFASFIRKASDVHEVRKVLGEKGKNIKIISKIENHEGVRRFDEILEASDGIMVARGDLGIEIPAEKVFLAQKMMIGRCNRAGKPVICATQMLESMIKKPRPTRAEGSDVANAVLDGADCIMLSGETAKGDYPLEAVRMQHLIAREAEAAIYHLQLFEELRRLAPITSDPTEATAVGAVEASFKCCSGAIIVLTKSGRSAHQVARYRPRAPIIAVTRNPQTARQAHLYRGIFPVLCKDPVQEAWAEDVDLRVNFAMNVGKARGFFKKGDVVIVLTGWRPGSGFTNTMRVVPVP
#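 ATP formation by purified human PK-M2, quantified via coupled luciferase luminescence after 1 h at room temperature with 0.1 mM ADP and 0.5 mM PEP final.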
# VP16 counter – counter-screen for ROR gamma inhibitors: Gal4-VP16 reporter. Drosophila S2 Gal4-VP16 UAS-luciferase, luminescence, 20 h. Potency, µM (titrated, usually from 53.6 µM), without a hit: at the highest dose activity, negative = inhibition, usual class: inhibitors. 3.5% of 310,000 active;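 note: Gal4-VP16 expression switched on by copper sulfate through the metallothionein promoter; potency is the fitted concentration of half-maximal effect; % is set by controls: 0 for no effect and ±100 for the full control effect; nearly all actives have a fitted effect of over 50% in size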
# BRCA1 expr act – increases BRCA1 expression; MCF7-BRCA1-FFLuc reporter, luminescence, 48 h; response scale: scaled: vehicle 0%, 10 µM genistein 100%; Potency, µM (highest dose often 46.1 µM), for inactives: at the top dose activation, most hits filed as activators; 1.1% of 380,000 active; note: potency is the fitted concentration of half-maximal effect; nearly all actives have a fitted effect of over 80% in size; some results filed as inactive show a strong effect at the top dose
#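 Luminescence from a BRCA1-driven firefly luciferase in MCF7 cells was the read-out, taken 15 min after substrate addition following 48 h compound exposure at 37 °C. Data were normalized to a 10 microM genistein control and DMSO vehicle.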
# Giardia killer – kills Giardia lamblia. Giardia lamblia trophozoite viability. activity change, % at 7.66 µM, hits read low. 0.15% of 340,000 active. AID 540267; in the data active = activity change below about -80%; inconclusive = between about -30% and that limit;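 note: parasites exposed to compound for two days anaerobically before the ATP read; % is set by controls: 0 for no effect and ±100 for the full control effect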
#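 Compounds were tested on trophozoites seeded at 100 cells/well and held 48 hrs at 37 deg C anaerobically. An ATP-based luminescent kit measured the remaining live cells.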
# ELG1 genotox – induces genotoxicity in HEK293T cells with luciferase-tagged ELG1; HEK293T ELG1-luciferase reporter, luminescence, 16 h; Potency, µM (top dose mostly 46 µM), for inactives: at the top dose activity change, positive = activation, actives largely listed as activators; 1.3% of 330,000 active; AID 504466; note: potency is the fitted concentration of half-maximal effect; % of control where 0% means no effect; nearly all actives have a fitted effect of over 60% in size
#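 After overnight (16 hr) compound treatment at 37 °C, ELG1-luciferase HEK293T cells were lysed with ONE-Glo; luminescence quantified 30 min later at room temperature.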
# FLuc modulator – firefly luciferase modulation, counter-screen for miR-21 project; purified FLuc, Km substrates, luminescence inhibition; P08659; 6.9% of 360,000 active; Potency, µM (doses to about 57.5 µM), for the others: at the top dose activity change, negative = inhibition, hits mostly inhibitors; AID 588342;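 note: potency is the fitted concentration of half-maximal effect; plate controls were vehicle for no effect and reference inhibitor for full effect; nearly all actives have a fitted effect of over 55% in size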
#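 Purified P. pyralis luciferase (10nM final) with 10uM D-luciferin and 10uM ATP (Km levels) in 50mM Tris acetate pH 7.5, 10mM Mg acetate, 0.01% Tween-20, 0.05% BSA; qHTS 6-point titration, ~60 µM downward; luminescence read.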
# RORg inh – ROR gamma (mouse) transcription inhibition. AID 2551. Drosophila S2 Gal4-RORgamma UAS-luciferase reporter, 20 h. 5.4% of 310,000 active. Potency, µM (highest dose often 53.6 µM), inactives show top-dose activity change, negative = inhibition, most hits filed as inhibitors. P51450; note: potency is the fitted concentration of half-maximal effect; % is set by controls: 0 for no effect and ±100 for the full control effect; nearly all actives have a fitted effect of over 60% in size
# Target sequence (P51450 whole entry, looked up, the tested form may be a part): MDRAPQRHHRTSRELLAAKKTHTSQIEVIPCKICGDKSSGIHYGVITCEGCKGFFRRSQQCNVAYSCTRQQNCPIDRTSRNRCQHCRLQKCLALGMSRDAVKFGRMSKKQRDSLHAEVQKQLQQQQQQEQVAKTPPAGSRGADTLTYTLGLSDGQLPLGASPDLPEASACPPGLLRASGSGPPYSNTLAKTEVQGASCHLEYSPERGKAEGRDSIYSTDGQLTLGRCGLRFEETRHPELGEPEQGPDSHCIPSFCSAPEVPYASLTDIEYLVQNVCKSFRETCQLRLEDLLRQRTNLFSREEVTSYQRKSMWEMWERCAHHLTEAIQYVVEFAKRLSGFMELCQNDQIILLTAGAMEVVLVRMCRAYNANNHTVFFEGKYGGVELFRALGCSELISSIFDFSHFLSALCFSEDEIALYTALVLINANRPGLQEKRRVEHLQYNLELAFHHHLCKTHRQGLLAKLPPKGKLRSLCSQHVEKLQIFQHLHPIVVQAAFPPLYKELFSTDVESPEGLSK
#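 Read-out: Photinus luciferase luminescence; inhibitors lower reporter signal. Insect Schneider cells with Gal4-ROR gamma fusion under metallothionein promoter, UAS reporter; 700 uM final copper sulfate induction, 20 hr, ambient temperature.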
# Rab9 promoter act – activators of Rab9 promoter. Huh7 Rab9 promoter-luciferase reporter, luminescence, 24 h. Potency, µM (titrated, usually from 9.22 µM), inactives show at the top dose activation, negative = inhibition, actives largely listed as activators. AID 485297. 2.8% of 320,000 active; note: potency is the fitted concentration of half-maximal effect; % of control where 0% means no effect; nearly all actives have a fitted effect of over 60% in size
#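 Luciferase signal after 10 min detection reagent at ambient indicates Rab9 promoter upregulation; stably transfected Huh7 cells were treated 24 h with compound in DMSO at 37 °C, 5% CO2.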
# p53 reactivator – re-activators of mutant p53; H1299 p53-A138V BP100-luciferase reporter, luminescence, 24 h; Potency, µM (highest dose often 92.2 µM), without a hit: top-dose activity change, positive = activation, usual class: activators; 0.063% of 320,000 active; note: potency is the fitted concentration of half-maximal effect; % of control where 0% means no effect; nearly all actives have a fitted effect of over 45% in size
#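 H1299 (p53-null), stable ts p53-A138V + BP100-Luc; 1000 cells/well, Opti-MEM/10% FBS; cpd 4 pt, 1:5; 24 h, 37 deg C, 5% CO2; detection reagent 10 min RT; luminescence.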
# Menin-MLL TR inh – displaces Texas Red mutant MLL peptide from human menin; Potency, µM (highest dose often 61.6 µM), for the others: top-dose FP activity change, negative = inhibition, usual class: inhibitors; 0.23% of 270,000 active; Menin + Texas Red MLL mutant peptide, fluorescence polarization; active = well fitted inhibition curve with a large enough effect in the polarisation, with a control signal flat, not every such curve was filed as active; inconclusive = small, poorly fitted or top-dose-only effect, or effect the other way, or a change in a side signal; inactive = no such curve, though single readings can be large or run the other way; the % refers to the polarisation; note: potency is the fitted concentration of half-maximal effect; % of control where 0% means no effect; many of its hits are not listed in these tables
# Numbers without * were called inactive; ? = inconclusive; . = not tested or not shown; & = joins results of further samples; [ ] = another dose, or the depositor's remark. Unless noted, calls come from the whole dose curve; as a rule, active = well fitted curve in the direction sought with a large enough effect; inconclusive = small, poorly fitted or top-dose-only effect, or another doubt; inactive = no such curve, though single readings can be large; an effect the other way counts as inactive or inconclusive. An excerpt (hit frequency here may not be typical).
SMILES	NPC1 promoter act	PKM2 activator	VP16 counter	BRCA1 expr act	Giardia killer	ELG1 genotox	FLuc modulator	RORg inh	Rab9 promoter act	p53 reactivator	Menin-MLL TR inh
OCCN1C2CCC1CC(O)(c1ccc(F)cc1)C2 (stereo not drawn)	10%	0%	-6%	-9%	-6	-1%	0%	-1%	0%	1%	3%
Cc1ccccc1OP(N)(=O)Oc1ccccc1C	1%	2%	-3%	0%	-7	-4%	3%	24%	-9%	3%	-4%
COC(=O)C1=C(c2ccc(-c3ccccc3)c(F)c2)C[C@@H]2CC[C@H]1N2C(=O)N1CCCC1	-16%	.	.	-39%	8	-1%	3%	.	-22%	-12%	.
COc1ccc(-n2c(O)c(C(C)=NCCCn3ccnc3)c(=O)[nH]c2=O)cc1	7%	6%	-7%	38%	-1	-7%	0%	14%	-1%	-8%	-15%
COc1ccccc1-n1c(CNCC2CCCO2)nc2ccccc2c1=O (stereo not drawn)	-6%	6%	15%	-2%	-11	-1%	4%	-2%	-2%	-4%	-2%
COc1ccc(CC(=O)N2CCN(C)CC2)cc1	-3%	-6%	-6%	52%	4	3%	7%	-3%	16%	20%	13%
COc1ccc(CCNCc2ccccn2)cc1OC	-3%	-3%	6%	1%	-9	0%	5%[2.3 µM]	-13%	-4%	2%	-3%
Cc1cccn2c(=O)c3c(nc12)N1CCc2ccccc2C1C1(C3)C(=O)NC(=O)N(C)C1=O (stereo not drawn)	9%	-7%	-1%	-29%	7	-17%	1%	22%	3%	-10%	9%
COc1ccc(OC)c(NC2=NCCS2)c1	1%	6%	5%	12%	-2	0%	-1%	-13%	-2%	9%	-13%
Cc1c(N=Nc2c(O)n(-c3ccc(Br)cc3)c(=O)[nH]c2=O)c(=O)n(-c2ccccc2)n1C	-1%	-4%	-2%	10%	?	-2%	-1%	9%	2%	0%	.
O=c1cccc2n1CC1CC2CN(c2nc(N3CCCCC3)nc(N3CCCCC3)n2)C1 (stereo not drawn)	-2%	-4%	8%	-15%	4	-1%	-2%	8%	0%	-2%	?
Cn1c(=O)cc(OCCCC(=O)N2CCC3(CC2)OCCO3)c2ccccc21	-1%	0%	7%	-27%	4	?	3%	?	1%	-12%	4%
O=C(COc1ccccc1)N1CCN(Cc2c[nH]c3ccccc23)CC1	2%	-1%	0%	-22%	22	-3%	2%	-12%	-4%	11%	5%
Cc1cccc(OCC(=O)N2CCN(Cc3ccc4c(c3)OCO4)CC2)c1	-3%	-1%	-14%	0%	-6	-6%	-3%	22%	-3%	0%	-23%
CCn1cc(C(=O)c2cccs2)c2ccccc21	0%	6%	0%	2%	1	4%	-15%	5%	-15%	-3%	-3%
COC(=O)C1=C(c2ccc(F)cc2OCc2ccccc2)C[C@@H]2CC[C@H]1N2C(=O)NCc1ccc(Br)cc1	-8%	.	.	-59%	2	-6%	0%	.	-7%	0%	.
O=C(O)c1ccccc1NC(=O)C1C2CCC(O2)C1C(=O)O (stereo not drawn)	2%	-6%	-6%	.	.	?	-1%	-11%	4%	.	8%
CCC[N+]12CCC(CC1)C(=C(c1ccccc1)c1ccccc1)C2	0%	-2%	?	-25%	-13	-9%	4%	-3%	-6%	-7%	4%
COCCCNC(=S)NCCCNc1nc2cc(C)cc(C)c2cc1C#N	-6%	-1%	?	-4%	-6	-6%	4%	6.3µM*	-3%	-6%	3%
Cc1cc(OCC(=O)NC(Cc2ccc(Cl)cc2)C(=O)O)c2c3c(c(=O)oc2c1)CCC3 (stereo not drawn)	-1%	0%	-2%	8%	1	1%	1%	27%	-1%	.	14%
CCn1ccnc1CN1CCCC(C(=O)c2ccc(SC)cc2)C1 (stereo not drawn)	-3%	?	6.3µM*	-31%	5	-4%	5%	1.6µM*	1%	-2%	?
CCOC(=O)[C@@]1(C#N)C(c2ccc(Cl)c(Cl)c2)[C@H](C(N)=O)N2C=C(C(C)=O)C=C[C@H]21 (stereo partly drawn)	-2%	5%	1%	-11%	-7	0%	3%	5%	12%	-10%	28%
C=CCn1c(O)c(C(C)=NCC2CCCO2)c(=O)[nH]c1=O (stereo not drawn)	-2%	1%	-1%	0%	-8	0%	3%	25%	-3%	1%	.
CC1CCCC(C2(O)C(=O)Nc3ccccc32)C1=O (stereo not drawn)	2%	1%	5%	19%	5	0%	1%	-3%	4%	6%	14%
COc1cc2c(c(OC)c1OC)-c1ccc(O)c(=O)cc1[C@@H](N)CC2	0%	.	.	-7%	19	-5%	-2%	.	-3%	4%	.
CCN(CC)c1ccc(CNCCc2ccc(F)cc2)cc1	-2%	-2%	9%	-42%	-6	-10%	0%	-24%	-1%	15%	-29%
O=[N+]([O-])c1ccc(CN2CC=C(c3ccccc3)CC2)cc1	-4%	-3%	-14%	-4%	9	5%	2%	-12%	22%	12%	-8%
Cc1ccc(N2C(=O)NC(=O)/C(=C/c3ccoc3)C2=O)cc1	-1%	27%	3%	-7%	2	1%	?	8%	-7%	0%	.
Cc1cc(C)cc(NC(=S)NC2CC3CCCC(C2)N3Cc2cccs2)c1 (stereo not drawn)	-1%	-3%	?	-13%	-6	-3%	-2%	8.9µM*	6%	-1%	-29%
CCCCCCn1c(=O)c(C(=O)Nc2nc(CC(=O)OCC)cs2)c(O)c2ccccc21	3%	-13%	-7%	49%	-5	-7%	1%	-18%	-5%	-2%	.
COc1ccc(NC(=O)N2CCC3(CC2)OCCO3)cc1OC	5%	6%	-1%	9%	-8	1%	-3%	-8%	0%	9%	2%
O=c1c2ccccc2nc(/C=C/c2cccnc2)n1Cc1ccccc1	-4%	-21%	-13%	0%	-18	-5%	27µM*	-31%	-5%	2%	-15%
CCOC(=O)c1ccc(N=C(c2ccccc2)c2c(O)n(C)c(=O)n(C)c2=O)cc1	-2%	1%	5%	-1%	6	0%	1%	12%	-20%	4%	.
COc1cccc(C(=O)C2CCCN(Cc3ccc(F)cc3)C2)c1 (stereo not drawn)	-1%	4%	2%	-39%	-11	-1%	8%	-35%	-11%	.	8%
ON1C2CCCCC2N(O)C1c1ccccc1 (stereo not drawn)	1%	-2%	-9%	7%	-8	-2%	0%	-15%	2%	6%	4%
CN1C(=O)C(Cc2c[nH]c3ccccc23)C(=O)N(C)C1=O	12%	0%	-7%	.	.	-8%	-12%	-3%	-2%	-1%	-3%
COc1cccc(C(=O)C2CCCN(Cc3ccc4nsnc4c3)C2)c1 (stereo not drawn)	3%	-2%	5%	-28%	-10	-3%	-2%	16%	4%	-2%	-16%
CN1C(=O)C(=Cc2ccccc2OCc2ccc(C(=O)O)cc2)C(=O)N(C)C1=O	1%	-6%	18%	58%	0	4%	-16%	43%	-6%	-1%	17%
CCc1ccc(-c2nn(Cc3ccccc3)cc2C=O)cc1	2.5µM*	-7%	28%	.	1	?	6.7µM*	?	1µM*	2%	3%
O=c1[nH]c(=S)[nH]c(O)c1/C=N/N1CCOCC1	-4%	-5%	1%	-4%	-21	-2%	-1%	-6%	-8%	-1%	.
CN1C(=O)c2ccccc2NC(=O)[C@]12O[C@@H]2c1ccccc1	-4%	-7%	-3%	14%	-3	3%	1%	-30%	16%	4%	1%
COP(=O)(C#Cc1ccccc1)C(O)c1ccc(Br)cc1 (stereo not drawn)	1%	0%	-8%	-1%	-12	0%	5%	9%	-4%	-2%	.
CC(=O)OC1C2CCCC1C(N1CCCC1)CC2 (stereo not drawn)	1%&3%	-3%&0%	-19%&-6%	-11%&-7%	-11&-9	0%&-3%	7%&7%	0%&1%	-2%&-2%	-9%&-2%	?
COc1ccc(OCC(=O)N2CCN(Cc3c[nH]c4ccccc34)CC2)cc1	1%	-1%	0%	-48%	2	-1%	1%	18%	2%	0%	15%
CC(C)c1ccc(OCC(=O)N2CCN(C)CC2)c(Br)c1	3%	12%	0%	20%	7	20%	0%	13%	3%	2%	16%
CC1CN(O)C2CCc3nonc3C12O (stereo not drawn)	2%	-5%	-1%	-1%	-8	1%	0%	16%	1%	-4%	-10%

# Record cards, as listed above. Screens in order: NPC1 promoter act	PKM2 activator	VP16 counter	BRCA1 expr act	Giardia killer	ELG1 genotox	FLuc modulator	RORg inh	Rab9 promoter act	p53 reactivator	Menin-MLL TR inh
# Entry for Cn1c(=O)cc(OCCCC(=O)N2CCC3(CC2)OCCO3)c2ccccc21 → -1%	0%	7%	-27%	4	?	3%	?	1%	-12%	4%
# Entry for COc1ccc(NC(=O)N2CCC3(CC2)OCCO3)cc1OC → 5%	6%	-1%	9%	-8	1%	-3%	-8%	0%	9%	2%
